K1F lysis inhibition – protection from phage-mediated lysis, alamar blue read-out – E. coli UTI89, K1F phage, bacterial capsule biogenesis inhibitors (AID 488966); E. coli UTI89 K1F phage lysis, alamar blue, 2 h; higher % means a stronger effect; inhibition, % at 100 µM, or IC50 in µM where a hit was titrated; 0.02% of 340,000 active;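 active = phage lysis inhibition, versus mean bacterial control, above a set limit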;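 also: capsule biogenesis inhibitors block K1F phage lysis so surviving cells raise fluorescence; higher fluorescence means more inhibition of phage lysis; actives were called in the ten point dose series up to 300 µM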
Dengue-2 NS5 capping – flavivirus cap methylation enzyme inhibition – biochemical, confirmation dose response, primary screen (AID 588689); Dengue-2 NS5 methyltransferase capping enzyme assay, biochemical; higher % means a stronger effect; 0.3% of 340,000 active; inhibition, % at 25 µM; hits with a dose series show IC50 in µM; in the data active = a potency from the dose series
Dengue-2 NS5 capping pilot replicate – recorded beside Dengue-2 NS5 capping, whose call it bears; inhibition, %; measured here: pilot screen replicate inhibition
Starred values were filed as active, the others as inactive; & = joins results of further samples; [ ] = remark or other dose. A portion of the library; rates above refer to the full screens.

SMILES	K1F lysis inhibition	Dengue-2 NS5 capping	others
Nc1nc(SCC(=O)N2N=C3/C(=C\c4ccco4)CCCC3C2c2ccco2)n[nH]1 (centres undefined)	-3.1%	0%
COc1cccc(-c2c(C(=O)O)cc(O)c3ccc(OC)cc23)c1	-4.5%	-3%
O=c1oc(C2(O)CCCCC2)cc2ccccc12	0.2%	-4%	Dengue-2 NS5 capping pilot replicate=-6.1
CCCSc1nc2c([nH]1)c(=O)n(C)c(=S)n2C	1.6%	-13%
S=C1NC[C@H](Cc2ccccc2)N1CC1CCN(CCCC2CCCC2)CC1	0.0%	-3%	Dengue-2 NS5 capping pilot replicate=0.0
O=C(CSc1nnc(CN2CCCC2)n1-c1ccccc1)c1ccc2c(c1)OCO2	2.1%	-4%
O=C(O)c1cc(=O)[nH]c2ccccc12	-0.6%	-4%
CC1=CC(=O)CC(C)(C)[C@@]1(O)/C=C/[C@@H](C)O[C@@H]1O[C@H](CO)[C@@H](O)[C@H](O)[C@H]1O	3.2%	1%
CCOc1ccc(C(=O)OC(C)C(=O)N2CCN(Cc3ccccc3)CC2)cc1 (centres undefined)	1.0%	3%
S=c1sscc1-c1ccccc1	0.4%	4%
COC(=O)c1ccc(NCc2cc(O)ccc2O)cc1	-0.1%	-2%
COc1ccc2[nH]c3c(c2c1)CCN1C(=O)C(CC(=O)NCCCN(C)C)C[C@H](C(=O)N2CCOCC2)[C@@]31CCC1CCCC1 (some centres undefined)	0.4%	-3%	Dengue-2 NS5 capping pilot replicate=3.6
CCc1nnc(SCC(=O)Nc2ccc3ccccc3c2)n1N	1.1%[50 µM]	3%
Cc1nc2ccc(N)nc2nc1C	-2.9%	-5%
COc1ccccc1C(CNC(=O)c1cccc(S(=O)(=O)N2c3ccccc3CC2C)c1)N(C)C (centres undefined)	0.2%[50 µM]	4%
CCN(CC(=O)NCc1cccs1)CC(=O)Nc1ccc(C(N)=O)cc1	0.6%[50 µM]	-8%
C(=NOCCc1ccccc1)c1ccccn1	2.5%	2%
Cc1cccc2sc(NC(=O)CCNC(=O)c3ccco3)nc12	1.7%[50 µM]	1%
Cc1cc(C(=O)C(C(c2ccccc2)N2CCOCC2)N2CCOCC2)ccc1Cl (centres undefined)	-0.4%	4%
C[C@H](CO)N1C[C@H](C)[C@@H](CN(C)S(=O)(=O)c2cn(C)cn2)Oc2ccc(NS(=O)(=O)c3ccccc3)cc2C1=O	-0.9%	0%
O=[N+]([O-])c1cc(Br)ccc1NS(=O)(=O)c1ccccc1	-1.6%	2%
CC[C@H](C)[C@H](NC(=O)OCc1ccccc1)C(=O)OCC(=O)N1CCN(c2ccc(F)cc2)CC1	-0.5%	-7%
C=C(CCO)C1=CCN(S(=O)C(C)(C)C)[C@@H]1CCO (some centres undefined)	0.2%	-3%	Dengue-2 NS5 capping pilot replicate=-2.8
C=CC[C@@H](CC(=O)N(CCO)Cc1ccccc1)C(=O)N[C@H](COC(=O)[C@@H](CC=C)CC(=O)OC(C)(C)C)Cc1c[nH]c2ccccc12	-0.9%	19%
C#CCOCCOCCOCCNc1nc(N2CCOCC2)nc(N2CCN(C(=O)[C@H](CCCN=C(N)N)n3cc(C(N)[C@@H](C)CC)nn3)CC2)n1 (some centres undefined)	0.3%	4%

13 compounds out of the list, ordered by count of non-hydrogen atoms, smallest number first:
SMILES	K1F lysis inhibition	Dengue-2 NS5 capping	others
S=c1sscc1-c1ccccc1	0.4%	4%
O=C(O)c1cc(=O)[nH]c2ccccc12	-0.6%	-4%
C(=NOCCc1ccccc1)c1ccccn1	2.5%	2%
O=c1oc(C2(O)CCCCC2)cc2ccccc12	0.2%	-4%	Dengue-2 NS5 capping pilot replicate=-6.1
O=[N+]([O-])c1cc(Br)ccc1NS(=O)(=O)c1ccccc1	-1.6%	2%
Cc1cccc2sc(NC(=O)CCNC(=O)c3ccco3)nc12	1.7%[50 µM]	1%
CCN(CC(=O)NCc1cccs1)CC(=O)Nc1ccc(C(N)=O)cc1	0.6%[50 µM]	-8%
S=C1NC[C@H](Cc2ccccc2)N1CC1CCN(CCCC2CCCC2)CC1	0.0%	-3%	Dengue-2 NS5 capping pilot replicate=0.0
CCOc1ccc(C(=O)OC(C)C(=O)N2CCN(Cc3ccccc3)CC2)cc1 (centres undefined)	1.0%	3%
O=C(CSc1nnc(CN2CCCC2)n1-c1ccccc1)c1ccc2c(c1)OCO2	2.1%	-4%
CC[C@H](C)[C@H](NC(=O)OCc1ccccc1)C(=O)OCC(=O)N1CCN(c2ccc(F)cc2)CC1	-0.5%	-7%
C[C@H](CO)N1C[C@H](C)[C@@H](CN(C)S(=O)(=O)c2cn(C)cn2)Oc2ccc(NS(=O)(=O)c3ccccc3)cc2C1=O	-0.9%	0%
C#CCOCCOCCOCCNc1nc(N2CCOCC2)nc(N2CCN(C(=O)[C@H](CCCN=C(N)N)n3cc(C(N)[C@@H](C)CC)nn3)CC2)n1 (some centres undefined)	0.3%	4%

More records follow:
SMILES	K1F lysis inhibition	Dengue-2 NS5 capping	others
CCN(C[C@H]1N[C@@](Cc2ccccc2)(C(=O)OC)[C@H]2C(=O)N(Cc3ccccc3)C(=O)[C@@H]12)C(=O)C1CCCCC1	0.3%	3%	Dengue-2 NS5 capping pilot replicate=0.0
N#CC1C=Cc2c(ccc3ccccc23)N1C(=O)c1ccccc1 (centres undefined)	4.8%	0%
CC(=O)Nc1ccc(S(=O)(=O)N2CCN(S(=O)(=O)c3cccs3)CC2)cc1	1.0%[50 µM]	-3%
Cc1cc(Br)c(NC(=O)COC(=O)C2CCCCC2)c(Br)c1	-0.4%[50 µM]	-4%
O=C(C[C@@H]1C/C=C\C[C@H](NC(=O)OCC2c3ccccc3-c3ccccc32)C(=O)OC[C@@H]2CCCN2C1=O)N[C@@H](CO)Cc1ccccc1	-0.5%	-2%
CC1(C)CC(NC(=O)c2ccccc2NS(=O)(=O)c2ccc(Br)cc2)CC(C)(C)N1	1.1%[50 µM]	4%
COc1ccc(C2=Nc3ccccc3C2(O)CCN2C(=O)c3ccccc3C2=O)cc1 (centres undefined)	0.3%	5%	Dengue-2 NS5 capping pilot replicate=2.7
CC1CC(C)C(=NNC(N)=O)C(C(O)CC2CCC(=O)NC2=O)C1 (centres undefined)	1.5%	8%
COc1ccc(NC(=O)CCN(c2ccc(OC)cc2)S(=O)(=O)c2ccc(C)c(C)c2)cc1	0.4%[50 µM]	-20%
O=C(COc1cccc(C(F)(F)F)c1)NCC(c1ccco1)N1CCCC1 (centres undefined)	0.2%[50 µM]	-1%
Cn1c(=O)c2ncn(C)c2n(C)c1=O	0.3%	-3%
O=C(NCc1ccc2c(c1)OCO2)c1c(-c2ccccc2)sc2ccccc12	0.9%	-8%
C=CC[C@H](CC(=O)OC(C)(C)C)C(=O)OC[C@@H]1CCCN1C(=O)[C@@H](CC=C)CC(=O)N[C@H](CO)Cc1ccccc1	0.6%	-2%
Nc1nc2c(ncn2-c2ccccc2)c(=O)[nH]1	9.0%	-7%
CCN1C(=O)[C@H]2[C@H]3CN=C(SCc4ccc(OC)cc4)N3[C@@](CC)(C(=O)OC)[C@H]2C1=O	0.3%	2%	Dengue-2 NS5 capping pilot replicate=-0.3
COC(=O)C(C(=O)OC)[C@@H]1C=C[C@H](C[N+](=O)[O-])N(C(C)=O)C1	-0.2%	1%
COC(=O)[C@@]12CCCCN1[C@H](c1ccc(-c3ccc4c(c3)OCO4)cc1)[C@H]1C(=O)N(C)C(=O)[C@H]12	1.1%	-1%
Cc1cccc(O)c1C	-0.4%	-2%
CC(=O)Nc1ccc(NC(=O)c2cc(S(=O)(=O)N3CCCCC3)ccc2N2CCOCC2)cc1	3.2%	4%
COc1ccc(N=C2C(=S)N(c3ccc(OC)cc3)C(=NS(=O)(=O)c3ccccc3)N2c2ccccc2)cc1	0.2%	-13%
C(=Cc1cnnc2ccccc12)c1ccccc1	-0.1%	-5%
O=C(Nc1cccc(S(=O)(=O)Nc2ccc(SC(F)F)cc2)c1)C1CCC1	-1.9%	-5%
COc1ccc(NC(=O)N(C)C[C@H]2Oc3ccc(NS(=O)(=O)c4cccs4)cc3C(=O)N([C@@H](C)CO)C[C@@H]2C)cc1	1.3%	-7%
CC1(C2CC2)NC(=O)N(CC(=O)N2CCN(c3ccc(F)cc3)CC2)C1=O (centres undefined)	0.5%[50 µM]	-1%
COc1ccc(C(=O)OCC(=O)NC2CCCCCCC2)cc1OC	0.3%[50 µM]	4%

Continued:
SMILES	K1F lysis inhibition	Dengue-2 NS5 capping	others
COCCCNC(=O)C[C@H]1C[C@H](C(=O)N2CCCCC2)[C@@]2(C)c3[nH]c4cc(-c5ccco5)ccc4c3CCN2C1=O	1.2%	-8%
CCN(CC(=O)Nc1ccccc1OC)C(=O)CC1CCCC1	0.4%[50 µM]	-4%
COc1cc(OC)c2c(c1)OC(=O)CC2c1ccc(C)cc1 (centres undefined)	-0.2%	-2%	Dengue-2 NS5 capping pilot replicate=0.9
CC(C)c1ccc2c(c1)CC[C@H]1[C@](C)(CN)CCC[C@]21C	-12%&6.6%	-4%&5%
Cn1cncc1C#Cc1c(-c2ccc(S(C)(=O)=O)cc2)sc2ccccc12	-0.2%	9%	Dengue-2 NS5 capping pilot replicate=-0.6
Cc1cc(C)c(S(=O)(=O)N2CCN(c3ccccn3)CC2)c(C)c1	0.2%[50 µM]	-4%
COC(=O)c1ccc(CNC(=O)Cn2cc(C)c(=O)[nH]c2=O)cc1	0.1%	-3%
CCOC(=O)C1OC1(c1ccccc1)c1ccccc1 (centres undefined)	-0.7%	-9%
Cc1noc(C)c1S(=O)(=O)Nc1ccc2c(c1)C(=O)N([C@H](C)CO)C[C@H](C)[C@@H](CN(C)S(=O)(=O)c1ccccc1)O2	0.1%	-2%
N#C/C(=C/c1ccc(-c2cccc([N+](=O)[O-])c2)o1)C(=O)Nc1nc(-c2cccs2)cs1	-2.9%	-10%
CCOC(=O)c1ccccc1NC(=O)CN1CCC(n2nnc3cc(F)ccc32)CC1	-0.2%	-6%
O=C(CCNC(=O)c1ccco1)Nc1nc2ccccc2s1	3.5%[50 µM]	1%
O=C1CCN(Cc2ccccc2)C=C1C(=O)c1ccccc1	-0.1%	-3%	Dengue-2 NS5 capping pilot replicate=-1.8
NC(=O)c1ccccc1NC(=O)COC(=O)CSCc1cccc(Cl)c1	-0.2%[50 µM]	4%
Cc1ccc(C(=O)C=Cc2cccc(C)c2)cc1	0.9%	-4%
COc1ccc(C(=O)NCC(=O)OCCOc2ccc(Cl)cc2)cc1OC	-2.2%	3%
COc1cc(C(=O)N2CCN(S(=O)(=O)c3cc(C)ccc3C)CC2)ccc1OCC(=O)N1CCOCC1	0.2%[50 µM]	-4%
CC1CCN(C(=O)c2ccc(NC3=C(Cl)C(=O)N(Cc4ccccc4)C3=O)cc2)CC1	-1.1%[50 µM]	-1%
O=S(=O)(c1c(F)cccc1F)N(CCc1ccc(F)cc1)C[C@@H](O)COCc1ccccc1	0.1%	-1%
O=C(O)c1ccc([N+](=O)[O-])cc1Sc1ccsc1	2.8%	5%
CC(C(=O)Nc1ccc2c(c1)OCO2)N(C)CC(=O)Nc1ccc(Cl)cc1 (centres undefined)	0.1%[50 µM]	2%
C=C(C)C1CC=C(C)C(=NNC(=O)c2ccncc2)C1 (centres undefined)	-2.8%	10%
N#CCC(=O)Nc1ccc(C(=O)OCC(=O)N2CCN(C(=O)c3ccco3)CC2)cc1	0.2%	-28%
CCN1C(=NCCCOC(C)C)N[C@@H](CCc2ccccc2)[C@H](C(=O)NCCCOC(C)C)[C@H]1C	0.7%	10%
Oc1c(CN2CCOCC2)cc(CN2CCOCC2)cc1CN1CCOCC1	0.3%	-10%

Other entries.
SMILES	K1F lysis inhibition	Dengue-2 NS5 capping	others
Cc1noc(C)c1NC(=O)Nc1ccc2c(c1)C(=O)N([C@H](C)CO)C[C@H](C)[C@@H](CN(C)S(=O)(=O)c1ccc(F)cc1)O2	0.3%	-11%
O=C(OCC(=O)N1CCN(C(=O)c2ccco2)CC1)c1c(Cl)cccc1Cl	-0.3%	-2%
CC1CCCCC12NC(=O)N(CC(=O)NNC(=O)c1ccc(Br)cc1)C2=O (centres undefined)	6.9%	-3%
C#CCOCCOCCOCCNc1nc(N2CCN(C(=O)[C@H](CCC(=O)O)n3cc([C@@H](N)[C@H](C)CC)nn3)CC2)nc(N2CCN(C(=O)[C@H](CCCCN)n3cc([C@@H](N)CC(N)=O)nn3)CC2)n1	0.4%	6%	Dengue-2 NS5 capping pilot replicate=1.8
COC(=O)[C@]1(C)N[C@H](c2ccc(-c3cccc(Cl)c3)cc2)[C@@H]2C(=O)N(C)C(=O)[C@@H]21	0.6%	-3%
N#CCSc1ccccc1NC(=O)CN1C(=O)C2CC=CCC2C1=O (centres undefined)	0.9%[50 µM]	-1%
COc1ccc(Nc2nnc(SC(C)C(=O)NC3CC3)s2)cc1 (centres undefined)	-3.5%	8%
CCN(c1ccccc1)S(=O)(=O)c1ccc(C(=O)NCC(c2ccccc2OC)N2CCCC2)cc1 (centres undefined)	0.9%[50 µM]	-7%
CCOC(=O)c1c(NC(=O)COC(=O)CCCOc2ccc(OC)cc2)sc(C(=O)N(C)C)c1C	0.5%[50 µM]	-4%
CCCCCc1cc(=O)c2ccccc2o1	1.0%	-1%
C=CC[C@H](CC(=O)NCCO)C(=O)N[C@@H](COC(=O)[C@@H](CC=C)CC(=O)OC(C)(C)C)Cc1c[nH]c2ccccc12	1.7%	-6%
Cc1ccc(C(=O)Nc2ccccc2N2CCCCC2)cc1S(=O)(=O)N1CCOCC1	0.7%[50 µM]	-1%
CN(Cc1c(F)cccc1Cl)C(=O)c1ccc(NC(=O)CC2SC(N3CCCCC3)=NC2=O)cc1 (centres undefined)	0.1%[50 µM]	2%

Compound activity from PubChem BioAssay.
